# Htt clearance – mutant huntingtin protein clearance | HeLa Exon1htt(103Q)mCFP, aggregate imaging; zero = plate's median compound well | inhibition, % at 1.5 µM | actives 0.42% (n = 47,000);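 active = inhibition of aggregate fluorescence above about 70%, also judged a hit by eye on the cell image, limit read from the data, passing the limit was not always enough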;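 also: cells exposed to compound for three days before fixation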
# Htt clearance grain fraction – recorded beside Htt clearance, whose call it bears; fraction fluorescence in grains; measured here: aggregate grain fluorescence fraction; stronger effect = lower value;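 scaled fraction of total cell fluorescence in grains with unit not stated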
# Active calls of the source: *; i = inactive. An excerpt, so the mix of outcomes need not match the whole.
Htt clearance	Htt clearance grain fraction	mol
-17	39	CCCS(=O)(=O)N1CCn2c(nc3ccccc32)C1
-1	18	O=C(NCCN1CCCCC1)c1ccco1
-16	23	CSc1ccccc1NC(=O)C1CC(c2ccccc2O)=NO1 (configuration not stated)
11	17	COc1ccccc1-n1cnnc1SCC(=O)NCc1cccs1
18	30	COc1ccc(C2C=C(c3cccs3)Nc3nc(CCCO)nn32)cc1 (configuration not stated)
-68	34	Cc1c(NC(=O)c2ccc(Cl)c(S(=O)(=O)N3CCOCC3)c2)c(=O)n(-c2ccccc2)n1C
24	16	CCOC(=O)CNS(=O)(=O)c1c(C)noc1C
14	29	Nn1c(SCC(=O)Nc2ccc3c(c2)OCCO3)nnc1C(F)(F)F
25	33	COc1ccc(NC(=O)CCS(=O)(=O)c2ccc(OC)cc2)cc1
-30	53	Cc1nn(Cc2ccccc2)c(C)c1NC(=O)c1noc2c1CCc1ccccc1-2
10	17	COC(=O)C(O)(CC(=O)Nc1cc(Cl)ccc1Cl)C(F)(F)F (configuration not stated)
46	10	Cc1cc(C)nc(SCC(=O)NCc2ccco2)n1
-17	42	Cc1nn(Cc2ccccc2Cl)c(C)c1C(=O)N1CCN(c2ccccc2)CC1
-36	26	COc1ccc(S(=O)(=O)N2CCN(C(=O)c3cccc(Cl)c3)CC2)cc1
-5	20	Cc1cc(C)n(-c2ccc(N3CCOCC3)nn2)n1
-13	22	COc1ccc(N=Cc2ccc[nH]2)cc1
-63	30	COc1nc(Nc2ccc(OC)c(Cl)c2)nc(OC)n1
17	36	O=C(CSc1nc(-c2ccccc2)cs1)Nc1nccs1
-22	42	Cc1nnc(SC(C)C(=O)Nc2ccc(S(=O)(=O)N3CCCCCC3)cc2)s1 (configuration not stated)
6	34	Cc1ccc(OCCCC(=O)N2CCOCC2)cc1

# As a short view, part of the list above:
Htt clearance	Htt clearance grain fraction	mol
-17	39	CCCS(=O)(=O)N1CCn2c(nc3ccccc32)C1
-1	18	O=C(NCCN1CCCCC1)c1ccco1
-16	23	CSc1ccccc1NC(=O)C1CC(c2ccccc2O)=NO1 (configuration not stated)

# Grouped by structure, those above with an aryl thioether with sulfur outside any ring.
Htt clearance	Htt clearance grain fraction	mol
-16	23	CSc1ccccc1NC(=O)C1CC(c2ccccc2O)=NO1 (configuration not stated)
11	17	COc1ccccc1-n1cnnc1SCC(=O)NCc1cccs1
14	29	Nn1c(SCC(=O)Nc2ccc3c(c2)OCCO3)nnc1C(F)(F)F
46	10	Cc1cc(C)nc(SCC(=O)NCc2ccco2)n1
17	36	O=C(CSc1nc(-c2ccccc2)cs1)Nc1nccs1
-22	42	Cc1nnc(SC(C)C(=O)Nc2ccc(S(=O)(=O)N3CCCCCC3)cc2)s1 (configuration not stated)

# Carrying on.
Htt clearance	Htt clearance grain fraction	mol
-29	25	C=CCN(C(=O)CCC(=O)O)C1CC(=O)N(c2ccc(OC)cc2)C1=O (configuration not stated)
1	30	COc1ccc(NC(=O)c2cc3c(-c4ccc(OC)c(OC)c4)nn(C)c3s2)cc1OC
-16	41	CCn1c(SC(=O)NC2CCCCC2)nnc1-c1cccs1
23	15	O=C(Oc1c(Cl)cc(Cl)c2cccnc12)c1cccs1
-36	22	Cc1ccc(-n2c3c(cc(C(=O)NC4CCSC4=O)c2=O)C(=O)CCC3)cc1 (configuration not stated)
1	39	CCCCCCc1nc2ccccc2c(=O)n1N
-30	44	C=C(C)c1cccc(C(C)(C)NC(=O)Nc2ccc3[nH]c(=O)[nH]c3c2)c1
31	13	c1ccc(CSc2nnc(-c3cccnc3)o2)cc1
-40	55	CCOC(=O)c1cccc(N2C(N)=NC(N)=NC2(C)C)c1
39	20	CC(C)OP(C)(=O)CN1CCN(CP(C)(=O)OC(C)C)CC1 (configuration not stated)
4	37	COc1ccc(-n2nnc3c(SCC(=O)NCC4CCCO4)ncnc32)cc1 (configuration not stated)
-19	22	CCOC(=O)c1cnc2nc(C(F)(F)F)[nH]n2c1=O
40	21	C=CCOc1cccc(C2/C(=C(/O)c3ccccc3)C(=O)C(=O)N2CCN2CCOCC2)c1 (configuration not stated)
-21	54	COC(=O)C1C(=O)c2c([nH]c(C(=O)OCCSC)c2C)CC1C (configuration not stated)
-2	22	CCOC(=O)Nc1ccc(NC(=O)c2c(OC)cccc2OC)cc1
-71	33	CCOc1ccc(OCCN(C)Cc2ccccc2)cc1
-57	28	CCSc1nnc(-c2ccc(S(=O)(=O)N3CCOCC3)cc2)n1CC1CCCO1 (configuration not stated)
2	44	COc1nc(-c2ccccc2)ccc1-c1noc(-c2ccccc2F)n1
-14	23	Cc1ccc(-n2c(C)c3c(C)nnc(C)c3c2C)cc1C
4	18	CC(=O)Nc1ccc(NC(=O)C(F)(F)F)cc1
-20	43	COCCNC(=O)CN(Cc1ccc2c(c1)OCO2)C(=O)CCC(=O)Nc1nccs1
-7	35	Cc1cc(=O)[nH]c(SCC(=O)N2CCc3ccccc3C2)n1
-6	21	Clc1ccc(C2C3=C(Nc4ncnn42)c2ccccc2CC3)cc1 (configuration not stated)
-90	59	N#CCCN1CCN(S(=O)(=O)c2ccc(S(=O)(=O)NC3CCCCC3)cc2)CC1
16	17	C=CCn1c(-c2cc(OC)c(OC)c(OC)c2)n[nH]c1=S
-4	35	CC1=C(C(N)=O)C(c2ccccn2)n2nc(-c3ccccc3Cl)nc2N1 (configuration not stated)
12	15	Cc1ccc(C2c3c(oc4ccccc4c3=O)C(=O)N2c2nnc(C)s2)o1 (configuration not stated)
-44	56	Cn1ncc([N+](=O)[O-])c1C(=O)Nc1ccn(Cc2ccccc2F)n1
-46	63	COc1ccc(NC(=O)CN2CCC(n3c(C)nc4cc(F)ccc43)CC2)c(OC)c1
55	15	Cc1ccc2c(c1)N(CC(=O)O)C(=O)CO2
4	33	CC(=O)Nc1cccc(NC(=O)C2CCCN2C(=O)Nc2cccc(C)c2)c1 (configuration not stated)
25	16	C=CCNC(=S)NNC(=O)c1cccn(Cc2ccc(Cl)cc2Cl)c1=O
-26	46	CC(=O)NC(=O)NC1OC(=O)C(Cl)=C1Cl (configuration not stated)
28	27	CCC(C)(C)n1nnnc1C(c1ccc(O)c(OC)c1)N1CCc2ccccc2C1 (configuration not stated)
3	19	COC(=O)COc1cccc(NC(=O)c2cccs2)c1
36	25	COc1ccc(N2CS(=O)(=O)/C(=C/N(C)C)C2=O)cc1
9	30	O=C(CSCc1ccc(Cl)cc1)N/N=C/c1ccc(Cl)cc1Cl
29	28	COc1ccc(-c2cc(C(F)(F)F)n3ncc(C(=O)NCc4ccco4)c3n2)cc1
15	34	CCc1cc(C(=O)Cc2cnn(-c3ccccc3)c2)c(O)cc1O
-29	60	CC(=NCC1CCCO1)C1=C(O)CC(C)(C)CC1=O (configuration not stated)
-48	28	CS(=O)(=O)N1CCC(C(=O)NCC2CCCO2)CC1 (configuration not stated)
-214	142	N#CC1=C2SCN(Cc3ccccc3)CN2C(=O)CC1c1cccs1 (configuration not stated)
37	24	COc1ccc(C(C)=O)cc1CN1C(=O)NC2(CCCCC2)C1=O
21	14	Cc1sc2nc(SCC(=O)NCc3ccco3)n(CCc3ccccc3)c(=O)c2c1C
19	30	Cc1ccccc1NC(=O)c1c(-c2ccccc2)noc1C
13	31	CCCn1c(SCC(N)=O)nnc1C(C)C
47	24	COC(=O)CC1SCCNC1=O (configuration not stated)
33	22	CC1CCN(S(=O)(=O)c2ccc3c(c2)oc(=O)n3CC(=O)N2c3ccccc3CC2C)CC1 (configuration not stated)
-84	35	COc1cc(OC)c(NC(=O)Nc2ccc(OC)c(OC)c2)cc1Cl
-18	41	Cc1cccc2cc3c(NC(=O)C(C)C)nn(C)c3nc12
28	30	Cc1cc(C)cc(OCC(=O)OCC(=O)Nc2ccc(Cl)cn2)c1
-16	49	N#C/C(=C(\O)c1ccco1)c1ccccn1
10	39	Cc1ccc(C(=O)/C=C2\NCC(C)NC2=O)cc1 (configuration not stated)
43	12	Cc1ccc(Cl)cc1N1CCN(S(=O)(=O)c2c(C)[nH]c(=O)[nH]c2=O)CC1
40	12	CC(=O)c1nn(-c2ccc(Br)cc2)cc1C(=O)c1ccco1
20	16	CCOC(=O)c1sc2nccc(N(C)C)c2c1N=CNOCc1ccccc1
-2	18	O=C(COC(=O)c1ccccc1O)Nc1ccc(OC(F)F)cc1
-54	28	COC(=O)Cc1c(C)nc2nc(-c3ccccc3)[nH]n2c1=O
2	30	O=C(O)C1CCCCC1C(=O)Nc1ccc(F)cc1F (configuration not stated)
6	39	COc1cc(C2N(c3cccc(Cl)c3)C(=O)C3CCCN32)cc(OC)c1OC (configuration not stated)

# Next structures follow.
Htt clearance	Htt clearance grain fraction	mol
-2	18	O=C(CCN1CCCC1)Nc1cccc(Br)c1
-26	28	CC(=O)Nc1nc(C)c(Oc2ccccc2)c(=O)[nH]1
24	16	CCOC(=O)N1CCN(CC(=O)Nc2c(C(=O)OC)[nH]c3ccc(Cl)cc23)CC1
-19	44	CC(C)CCSc1nc(N2CCOCC2)c2c(c1C#N)CC(C)(C)OC2
-61	36	C/C(Cl)=C/Cn1c(N2CCCC2)nc2c1c(=O)n(C)c(=O)n2C
-8	37	CC(C)(C)NC(=O)Cn1nnc(-c2ccc(S(C)(=O)=O)cc2)n1
35	29	O=c1sc(N2CCN(c3ccc(F)cc3)CC2)nc2ccsc12
-52	29	CCn1c2ccccc2c2nnc(SCC(=O)c3ccccc3)nc21
9	18	O=C(CN(Cc1ccco1)C(=O)CNS(=O)(=O)c1ccc(Cl)cc1)NCc1ccc(F)cc1
15	35	FC(F)(F)c1cc(C(F)(F)F)c2ccc(N3CCN(c4ncccn4)CC3)nc2n1
-1	17	CCOC(=O)c1sc(N(C)C)nc1-c1ccccc1
54	9	CCCCc1ccc(NC(=O)COCC)cc1
-37	50	CCN1C(=O)c2cccc3c(S(=O)(=O)Nc4ccccn4)ccc1c23
40	11	COc1ccc(-c2c(C#N)c(SCC(=O)Nc3ccccc3)nc3c2CCCC3)cc1
-40	23	Cc1occc1C(=O)NC1CCCc2ccccc21 (configuration not stated)
-50	52	CC1(C)CC(=O)c2cc(OCC(=O)NCc3cccnc3)ccc2O1
24	14	O=c1ccccn1Cc1ccccc1F
-10	26	CCOC(=O)N1CCN(Cc2ccccn2)CC1
-13	43	COc1ccc(Oc2c(Cl)cnn(-c3ccc(F)cc3)c2=O)cc1
43	11	CN(C)S(=O)(=O)N1CCN(Cc2ccccc2)CC1

# Structures from the list above that contain a thiophene ring, fused or not:
Htt clearance	Htt clearance grain fraction	mol
11	17	COc1ccccc1-n1cnnc1SCC(=O)NCc1cccs1
18	30	COc1ccc(C2C=C(c3cccs3)Nc3nc(CCCO)nn32)cc1 (configuration not stated)
1	30	COc1ccc(NC(=O)c2cc3c(-c4ccc(OC)c(OC)c4)nn(C)c3s2)cc1OC
-16	41	CCn1c(SC(=O)NC2CCCCC2)nnc1-c1cccs1
23	15	O=C(Oc1c(Cl)cc(Cl)c2cccnc12)c1cccs1
3	19	COC(=O)COc1cccc(NC(=O)c2cccs2)c1
-214	142	N#CC1=C2SCN(Cc3ccccc3)CN2C(=O)CC1c1cccs1 (configuration not stated)
21	14	Cc1sc2nc(SCC(=O)NCc3ccco3)n(CCc3ccccc3)c(=O)c2c1C
20	16	CCOC(=O)c1sc2nccc(N(C)C)c2c1N=CNOCc1ccccc1
35	29	O=c1sc(N2CCN(c3ccc(F)cc3)CC2)nc2ccsc12

# More entries follow.
Htt clearance	Htt clearance grain fraction	mol
-31	49	Cc1nn(C)c(C)c1Sc1ccc(Br)cc1
-136	47	CCCn1c(SCC(=O)O)nc2ccccc21
-16	23	CC(C)OC(=O)c1c(NC(=O)c2ccco2)sc2c1CCCC2
12	27	O=C(O)/C=C/C(=O)Nc1ccccc1-c1ccccc1
-66	77	CCCCn1c(SCC(=O)Nc2cc(C)on2)nnc1-c1cccnc1
6	37	CCCC(c1nnnn1Cc1ccccc1)N1CCN(c2ccccc2OC)CC1 (configuration not stated)
-1	35	O=C(Cn1nc(-c2ccccc2)ccc1=O)NCc1ccc2c(c1)OCO2
-18	39	CCN(CC)S(=O)(=O)c1ccc(NC2c3ccccc3C(=O)N2CCN2CCOCC2)cc1 (configuration not stated)
7	18	COc1ccc(CN(Cc2nc3ccccc3c(=O)[nH]2)C(=O)NC2CCCCC2)cc1
-42	55	CNc1nc(C)cc(C)c1S(=O)(=O)c1ccc(Cl)cc1
i	274	CC(C)C(NC=C1C(=O)OC(C)(C)OC1=O)C(=O)O (configuration not stated)
12	18	Cc1ccc(C(=O)c2cncc(Br)c2)cc1
35	11	O=C(CNC(=O)c1ccco1)OCC(=O)c1ccccc1
65	13	CCN(CC)C(=O)CSc1nnc(C2CCCCC2)o1
26	12	CCCCN(C)Cc1c(O)ccc2c(-c3ccccc3)cc(=O)oc12
-37	27	COc1ccc(S(=O)(=O)Nc2cc(C)c(O)cc2C(C)C)cc1
-2	37	O=C(C1CCN(S(=O)(=O)c2cccc3nsnc23)CC1)N1CCc2ccccc21
-15	51	O=C(C1CCCN(S(=O)(=O)c2cccs2)C1)N1CCc2ccccc2C1 (configuration not stated)
-49	29	Cc1ccc(-c2nn(C)c(=O)c3ccccc23)cc1S(=O)(=O)NCCN1CCOCC1
-13	24	COc1ccc(CNc2ccc3c(c2)CCC3)cc1OC
25	15	CCOc1cc(C(=O)Nc2c(C)ccc3nsnc23)cc(OCC)c1OCC
42	24	CCCCn1c(SCC(=O)Nc2nnc(C)s2)nnc1-c1ccoc1C
-15	37	CCOc1ccc(C(C)NC(=O)Nc2ccccc2C(=O)OC)cc1 (configuration not stated)
-30	46	CCCOc1ccc(CNC(=O)Cn2c(=O)oc3ccccc32)cc1
17	16	O=C(CCCCCN1C(=O)CCC1=O)NCc1ccccc1
27	32	N#CCCn1c(SCC(=O)c2c[nH]c3ccccc23)nc2ccccc21
-13	46	Cn1c(=O)c2c(nc(N3CCCC3)n2CC(O)CO)n(C)c1=O (configuration not stated)
-52	27	O=C(c1ccc(Br)o1)N1CCN(c2ccccn2)CC1
-73	31	CC(C)C1C2=C(CC(C)(C)CC2=O)ON1c1ccccc1 (configuration not stated)
8	40	c1ccc(-c2nc(CSc3nnc(-c4cccs4)o3)cs2)cc1
-1	34	CCCCC1CCC(/C(N)=N/O)CC1 (configuration not stated)
3	33	Cc1ccccc1-c1nnc(-c2ccc(Br)cc2)o1
